Screening data (PubChem)
FBW7 activator: FBW7 E3 ligase activators, primary screen, biochemical, AlphaScreen, human | F-box/WD repeat-containing protein 7 (Homo sapiens), Q969H0 | AlphaScreen FBW7–phospho-cyclin E peptide binding, activator screen | AID 1259310, 2017 | normalized activity (activation), % at 26.1 µM | 650,000 compounds, 0.13% hits; in the data active means normalized activity above about 1.9%;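 further: purified mutant Fbw7 with reduced substrate affinity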
MITF primary: MITF inhibitors, primary screen, biochemical, AlphaScreen, human | Microphthalmia-associated transcription factor (Homo sapiens), O75030 | AID 1259374, 2018 | AlphaScreen MITF homodimerization, bead proximity signal | inhibition, % at 2.6 µM | 650,000 compounds, 0.91% hits; in the data active means inhibition above about 50%;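 further: 0% = vehicle wells with protein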
Target sequence (O75030 whole entry, looked up): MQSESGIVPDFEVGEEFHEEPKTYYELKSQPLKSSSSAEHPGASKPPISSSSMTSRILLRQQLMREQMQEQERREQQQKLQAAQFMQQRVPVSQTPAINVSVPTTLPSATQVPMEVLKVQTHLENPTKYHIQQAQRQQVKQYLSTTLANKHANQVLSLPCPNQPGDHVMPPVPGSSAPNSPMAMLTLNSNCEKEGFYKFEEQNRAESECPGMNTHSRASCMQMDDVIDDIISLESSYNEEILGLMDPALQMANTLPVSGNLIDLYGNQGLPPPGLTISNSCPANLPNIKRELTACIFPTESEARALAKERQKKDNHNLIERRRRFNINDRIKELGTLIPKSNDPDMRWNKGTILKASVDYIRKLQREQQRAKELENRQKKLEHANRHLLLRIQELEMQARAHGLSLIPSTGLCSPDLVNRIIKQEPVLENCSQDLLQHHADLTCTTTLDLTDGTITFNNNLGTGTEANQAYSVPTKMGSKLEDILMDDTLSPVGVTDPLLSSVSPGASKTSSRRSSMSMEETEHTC
TEAD-YAP inh: TEAD-YAP interaction inhibition, primary screen, TEAD-YAP interaction inhibitor project, luminescence, HEK-TIYL cells; TEAD-Gal4/YAP UAS-luciferase luminescence; inhibition, % at 9.12 µM; 640,000 compounds, 1.4% hits; in the data active means inhibition above about 32%;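 further: 0% = median of test compound wells and 100% = reference inhibitor wells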
GPR151 activ: activators of human GPR151, primary screen, cell-based, PathHunter beta-arrestin, luminescence; G-protein coupled receptor 151 (Homo sapiens), Q8TDV0; PathHunter beta-arrestin GPR151 cells; activation, % at 11.2 µM; 650,000 compounds, 1% hits; in the data active means activation above about 4.9%;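 further: 0% = median of compound wells and 100% = cells with positive control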
Target sequence (Q8TDV0 whole entry, looked up): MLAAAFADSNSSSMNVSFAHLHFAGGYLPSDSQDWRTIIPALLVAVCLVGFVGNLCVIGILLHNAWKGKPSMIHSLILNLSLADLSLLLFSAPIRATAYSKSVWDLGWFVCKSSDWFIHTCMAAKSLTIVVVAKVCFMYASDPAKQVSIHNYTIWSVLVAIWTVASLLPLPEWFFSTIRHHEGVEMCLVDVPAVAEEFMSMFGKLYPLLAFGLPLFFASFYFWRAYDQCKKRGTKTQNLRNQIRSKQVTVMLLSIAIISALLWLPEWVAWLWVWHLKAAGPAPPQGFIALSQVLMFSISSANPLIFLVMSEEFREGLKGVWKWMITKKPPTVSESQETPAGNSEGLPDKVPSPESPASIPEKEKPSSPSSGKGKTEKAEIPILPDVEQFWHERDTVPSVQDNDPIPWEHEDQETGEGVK
Starred values were filed as active, the others as inactive; & = joins results of further samples.

Compound,FBW7 activator,MITF primary,TEAD-YAP inh,GPR151 activ
Cn1c2ccccc2c2nnc(SCC(=O)OCN3C(=O)c4ccccc4C3=O)nc21,0.0,-6,-2,-0.1
COc1ccc(-n2nc3c(c2NC(=O)c2ccccc2OC)CSC3)cc1,0.1,-7,5,0.0
Cc1ccc(C(=O)Nc2ccc(N3CCN(C(=O)C(C)C)CC3)cc2)cc1,0.1,5,11,0.8
NNC(=O)C1(O)c2ccccc2-c2ccccc21,-0.3,3,0,1.6
Cc1ccc(-c2nn(CCC(=O)O)cc2CCC(=O)O)cc1,-0.1,0,0,-0.9
O=C1CC(N2CCN(c3ccccc3)CC2)C(=O)N1c1cccc2ccccc12 (configuration not stated),-0.1,0,-9,0.1
O=c1[nH]c(-c2cccnc2)nc2ccccc12,-0.2,0,7,0.3
O=C(Nc1ccccc1Cl)c1ccc(F)c(S(=O)(=O)N2CCN(c3ccccc3Cl)CC2)c1,-0.1,6,6,0.4
COc1ccc(OC)c(-n2cnc3cc(C(=O)NC4CCCC4)ccc32)c1,0.2,18,2,-0.3
COC(=O)CNC1CCN(c2nc(C)c3cc(C)ccc3n2)CC1,-0.2,-3,1,-0.8

Later entries:
Compound,FBW7 activator,MITF primary,TEAD-YAP inh,GPR151 activ
O=[N+]([O-])c1ccc(-c2ccc(/C=N/N(CCO)C3=NS(=O)(=O)c4ccccc43)o2)cc1,0.1,-6,5,2.1
CN(CCC#N)c1ccc(S(=O)(=O)N(C)C)cc1[N+](=O)[O-],0.5,10,10,1.3
OC1CCN(C2CCN(c3nncc(-c4ccc(C(F)(F)F)cc4)n3)CC2)CC1,0.0,-2,19,7.3*
O=C(CCc1c[nH]c2ccccc12)Nc1ccccc1,0.1,-91,-16,0.2
CCOC(=O)c1c(CN2CCOCC2)n(C)c2ccc(OC)c(S(=O)(=O)c3ccccc3)c12,-0.1,3,0,-0.4
CCc1cccc(NC(=O)Cn2c(=O)oc3cc(S(=O)(=O)N4CCCCC4)ccc32)c1,0.1,8,30,1.0
Cc1cccc(OCCSc2nc3ccccc3c(=O)[nH]2)c1,0.0,3,-3,0.0
COc1ccc(CN2CCNC(=O)C2CC(=O)NCCC2=CCCCC2)c(C)c1C (configuration not stated),-0.1,0,-1,-0.1
CC1CCCC/C1=N\NC(=O)CNc1cccc(Br)c1 (configuration not stated),-0.2,8,-1,-1.4
Cc1ccccc1-c1nc2scc(CCNC(=O)c3ccccc3F)n2n1,0.3,-1,0,1.4

More records follow:
Compound,FBW7 activator,MITF primary,TEAD-YAP inh,GPR151 activ
CCOC(=O)c1cnc2c(C(=O)OC)cccc2c1NCCc1ccccc1,1.1,11,10,0.5
CCCCSc1nc2c(c(=O)n1-c1ccc(OC)cc1)SCC2,0.6,12,3,-0.1
CC(C)N(CCNc1cc(N2CCc3ccccc3C2)ncn1)C(C)C,-0.1,-3,4,-1.1
Cc1cccc(C)c1-n1c(C)cc(C=C2C(=O)NC(=O)NC2=O)c1C,-0.5,3,7,-0.5
CCOC(=O)c1c(C)[nH]c(=S)c(C#N)c1-c1cccs1,-0.1,1,0,-0.7
Cc1ccc(S(=O)(=O)NCC(=O)OCc2nc(N)nc(Nc3ccccc3C)n2)cc1,0.3,9,-10,-1.2
CCOC(=O)c1c(NC(=O)CSc2nnc(N)s2)sc2c1CCCC2,0.0,1,8,2.5
CCc1nc2sc(C(c3ccccc3Cl)N3CCC(O)CC3)c(O)n2n1 (configuration not stated),-0.1,5,3,-0.6
O=C(Cc1ccc(Cl)cc1)NCC(c1cccnc1)N1CCc2ccccc2C1 (configuration not stated),0.0,-2,2,0.1
COc1ccccc1NC(=O)c1cc2c(=O)n3ccccc3nc2s1,0.1,-16,-22,-0.4

(next part)
Compound,FBW7 activator,MITF primary,TEAD-YAP inh,GPR151 activ
Cc1cccc(N2CCN(C(=O)C3CC(=O)N(CCC(C)C)C3)CC2C)c1 (configuration not stated),0.1,40,12,-0.4
COc1ccc(CNC(=O)Cc2ccccc2[N+](=O)[O-])cc1,-0.2,10,-19,-5.1
COc1ccc(-c2nc3n(n2)C(c2ccc(OC)c(OC)c2)C2=C(CCCC2=O)N3)cc1OC (configuration not stated),0.1,7,-15,0.7
COC(=O)CN(C#N)c1nc(SC)nc(N(C)C)n1,0.0,-12,-3,-1.3
CC(=O)Nc1ccc(C(=O)NNC(=O)c2ccc([N+](=O)[O-])cc2)cc1,0.2,-10,-7,0.1
COc1ccc(Br)cc1/C=C(\C#N)C(=O)Nc1ccc([N+](=O)[O-])cc1,0.2,3,-13,-0.6
NC(=O)c1ccccc1NC(=O)c1cc(-c2ccc3c(c2)OCO3)nc2ccccc12,0.6,10,-7,-2.0
Nc1ncnc(Nc2ccc(Cl)c(Cl)c2)c1[N+](=O)[O-],0.1,-9,5,0.3
O=C1c2ccccc2CN1CC(=O)N1CCc2ccccc21,-0.3,-8,4,0.7
O=C1C(=O)N(c2ccc(S(=O)(=O)Nc3nccs3)cc2)C(c2ccc(Cl)cc2)/C1=C(\O)c1ccc(Cl)cc1 (configuration not stated),-0.2,-4,3,0.5

Six compounds from above with just MITF primary.
molecule | MITF primary
O=C1c2ccccc2CN1CC(=O)N1CCc2ccccc21 | -8
COc1ccc(CNC(=O)Cc2ccccc2[N+](=O)[O-])cc1 | 10
O=C1C(=O)N(c2ccc(S(=O)(=O)Nc3nccs3)cc2)C(c2ccc(Cl)cc2)/C1=C(\O)c1ccc(Cl)cc1 (configuration not stated) | -4
COC(=O)CN(C#N)c1nc(SC)nc(N(C)C)n1 | -12
COc1ccc(-c2nc3n(n2)C(c2ccc(OC)c(OC)c2)C2=C(CCCC2=O)N3)cc1OC (configuration not stated) | 7
NC(=O)c1ccccc1NC(=O)c1cc(-c2ccc3c(c2)OCO3)nc2ccccc12 | 10

(further entries)
Compound,FBW7 activator,MITF primary,TEAD-YAP inh,GPR151 activ
O=C(COc1ccc([N+](=O)[O-])cc1)N/N=C/c1cccc(Br)c1,-0.1,-15,-1,1.0
Cn1c(=O)n(C)c2cc(/C=N\N=C3/NC(=O)CS3)ccc21,0.1,8,5,0.0
O=C(Nc1ccc(Cl)c(-c2nc3ccccc3[nH]2)c1)c1ccc(-c2cccc([N+](=O)[O-])c2)o1,-0.1,-2,-1,0.5
Cc1ccc(Nc2nc(N3CC(C)OC(C)C3)nc3nccnc23)cc1C (configuration not stated),0.7,10,-3,0.5
CSc1cccc(NC(=O)N2CCCC(CNS(=O)(=O)Cc3ccccc3)C2)c1 (configuration not stated),-0.1,3,-2,-0.5
CCOc1cc2c(cc1/C=C1/NC(=O)N(CC(=O)Nc3ccc(F)cc3)C1=O)OCO2,-0.1,3,-8,3.1
CN(C)C(=O)CN1C(=O)C2CC=C(Cl)CC2C1=O (configuration not stated),0.0,-8,-6,0.2
CCCN1C(=O)c2ccc(C(=O)Nc3ccc(O)cc3)cc2C1=O,-0.1,10,38*,-1.1
Cc1cc(=O)oc2c(CNCCC(=O)O)c(O)ccc12,0.2,16,4,-1.0
O=C(NCC1CCCN(Cc2ccc3nsnc3c2)C1)c1n[nH]c2ccccc12 (configuration not stated),-0.1,0,0,-0.7

Other entries.
Compound,FBW7 activator,MITF primary,TEAD-YAP inh,GPR151 activ
CC1CCc2c(sc(NC(=O)c3ccc(OC(C)C)cc3)c2C(N)=O)C1 (configuration not stated),-0.3,-6,8,0.4
C=Cn1c(C(=O)O)ccc1-c1ccc(OC)cc1,-0.1,-2,-2,-0.2
Cc1ccc(-c2nc3cccnc3s2)cc1NS(=O)(=O)c1ccccc1,-0.2,-8,-52,-0.3
OC(c1cn2cc(-c3ccccc3)nc2s1)(C(F)(F)F)C(F)(F)F,0.1,-4,55*,-8.1
CSCC[C@H](NC(=O)C1=NNC(=O)CC1)c1nc2ccccc2[nH]1,0.1,6,1,0.0
Nc1c(C(=O)NCc2ccccc2Cl)nnn1Cc1ccc(Cl)cc1,0.3,9,14,1.9
CCOc1ccc(OCC)c(S(=O)(=O)n2cnc3cc(C)c(C)cc32)c1,0.5,-1,1,-1.7
CCOc1ccccc1N(CC(N)=O)S(=O)(=O)c1ccc(Cl)cc1,-0.1,-5,15,3.0
COc1cc2sc(=NC(=O)C3CC3)n(C)c2cc1OC,-0.1,-14,-2,-1.4
Cn1c(Nc2nc(NCCOc3ccccc3)c3[nH]cnc3n2)nc2ccccc21,-0.1,-4,0,-1.3

Further entries
Compound,FBW7 activator,MITF primary,TEAD-YAP inh,GPR151 activ
C=CCn1c(SCC(=O)NC(C)(C)C)nnc1-c1ccco1,-0.1,-3,-2,0.3
O=C(NCc1ccco1)C(Cc1ccccc1)N1C(=O)C2C3C=CC(C4CC34)C2C1=O (configuration not stated),0.0,-4,13,-1.0
COCCCn1c(Sc2ccc([N+](=O)[O-])nc2)nnc1-c1ccccc1Cl,0.0,13,2,-2.0
COc1cc(/C=N/N=C2/NC(=O)C(CC(=O)Nc3ccccc3F)S2)ccc1O (configuration not stated),0.0,15,2,-0.4
COc1cc(OC)c(CN2CCCC(O)C2)cc1Br (configuration not stated),1.6,54*,5,-1.3
Cc1cc(NCCc2ccc(O)cc2)nc(Nc2ccnn2C)n1,-0.1,-22,-6,0.2
O=C(O)CCNCC(O)CON=C1c2ccccc2-c2ccccc21 (configuration not stated),0.1,18,5,0.0
COc1ccc(O)c(CN2CCC3(CC2)CC3C(=O)N2CCN(Cc3ccccc3)CC2)c1 (configuration not stated),0.0,6,4,-1.1
CC(C)n1c(-c2ccc(C(N)=O)cc2)nc2c(Nc3ccc(N4CCOCC4)cc3)ncnc21,0.6,12,-23,-0.6
CCN(CC)CCNC(=O)C1c2ccccc2C(=O)N(Cc2ccc(F)cc2)C1c1ccc(OC)cc1 (configuration not stated),0.1,-3,4,0.7

Remaining list, next part:
Compound,FBW7 activator,MITF primary,TEAD-YAP inh,GPR151 activ
CS(=O)(=O)Oc1ccc(/C=C2\SC(=S)NC2=O)cc1,-0.2,1,7,0.5
O=C(Nc1ccc(Br)cc1Cl)c1ccco1,0.2,1,-28,-1.6
N#CC1=C(N)OC2=C(C(=O)CCC2)C1c1ccccc1Cl (configuration not stated),-0.2,-4,-1,-0.7
COC(=O)c1cc(-c2ccccc2)sc1NC(=O)CSc1nnc2ccccn12,-0.1,-11,-29,1.5
O=C(NCC1CCCN(C2CSCCSC2)C1)c1n[nH]c2ccccc12 (configuration not stated),0.0,-1,6,-0.9
CCOC(=O)c1ccccc1NC(=O)CN(c1cccc(C)c1C)S(=O)(=O)c1ccccc1,0.1,15,2,0.1
O=C(Cc1ccc(F)cc1)Nc1c2c(nn1-c1cccc(Cl)c1)CS(=O)(=O)C2,-0.2,2,-14,2.2
COc1ccc(OCCCn2c(C(C)O)nc3ccccc32)cc1 (configuration not stated),0.8,26,3,-0.5
C[C@@H](c1ccccc1)n1c(=O)[nH]c2nc(-c3ccc(C(=O)N(C)C)cc3)cnc21,0.1,32,-3,-0.5
CCOC(=O)c1sc(C(=O)O)c2c1OCCO2,0.0,-1,-6,-1.3

Look-ups from the results shown:
COc1ccc(CNC(=O)Cc2ccccc2[N+](=O)[O-])cc1 – FBW7 activator: -0.2
O=c1[nH]c(-c2cccnc2)nc2ccccc12 – MITF primary: 0

(list continues)
Compound,FBW7 activator,MITF primary,TEAD-YAP inh,GPR151 activ
O=C(NCc1cccs1)C1CC12CCN(C(=O)CC1=CCCCC1)CC2 (configuration not stated),0.0,9,2,0.3
C=CCOC(=O)/C(=C\c1ccc(OC)cc1)NC(=O)c1ccc(OC)cc1,0.1,5,-13,-0.9
O=S(=O)(Nc1ccc(F)cc1)c1c(F)cccc1F,-0.1,-12,-6,0.0
COc1cccc(N2C(=O)NC(=O)/C(=C/c3ccc(Br)s3)C2=O)c1,-0.2,-5,-8,0.5
Cc1ccccc1C(=O)Nc1ccc(C(=O)Nc2cccc(C(F)(F)F)c2)cc1,0.0,-1,8,-0.3
CCCCSc1nnc2c(n1)OC(c1ccccc1[N+](=O)[O-])Nc1ccccc1-2 (configuration not stated),0.0,5,17,-1.0
NCCCNCCSP(=O)(O)O,0.1&0.2&0.0,13&16&17,1&-5,-0.2&-0.6&3.5
COC(=O)c1ccccc1NC(=O)COC(=O)c1cc(=O)c2ccccc2o1,0.0,17,4,0.1
N#Cc1c(-n2ncnc2-c2cccs2)sc2c1CCCCC2,-0.1,22,64*,0.6
CN(CC1CC1)C(=O)c1ccc(N)cc1Cl,0.1,8,1,3.5

Continuation.
Compound,FBW7 activator,MITF primary,TEAD-YAP inh,GPR151 activ
O=C(CCN(CCO)Cc1ccccc1)Nc1ccc2c(c1)CCC2,0.0,-2,13,-0.4
COc1cc(C2CC(c3c(O)cc(C)oc3=O)=NCCS2)ccc1O (configuration not stated),0.1,11,-11,1.0
CN(C)c1nc2nonc2nc1NCCCOc1cccnc1,-0.1,-6,-1,-0.1
c1ccc2c(OCc3nc4c5c6c(sc5ncn4n3)CCCCC6)cccc2c1,0.1,-1,9,-1.0
COc1cccc(CN2CCN(Cc3cc(F)cc(F)c3)CC2CCO)c1 (configuration not stated),0.1,4,-1,0.0
CC(=O)c1cc(C#N)c(SCc2ccccc2F)nc1C,1.1,5,-27,0.0
CCNS(=O)(=O)c1ccc(NC(=O)Nc2cccc(OC)c2)cc1,0.8,17,-22,1.1

Rows are unselected; about 3.4% have a hit in one of these screens.
